# SSB-PriA inh: K. pneumoniae PriA-SSBct interaction inhibition | inhibition, % at 33 µM | AlphaScreen SSBct-PriA binding, biotinylated peptide | AID 1272365 | 430,000 compounds, 0.6% hits; in the data active = inhibition mostly above about 37%, no sharp cut-off; inactive = mostly below about 20%;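 also: plate controls were negative control peptide for no effect and reference peptide for full effect; strong numbers were not always called active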
# SARS 3CLpro inh: SARS-CoV 3CLpro protease inhibition | P0C6X7 | recombinant SARS-CoV 3CLpro, quenched FRET peptide cleavage | inhibition, % at 6 µM | 290,000 compounds, 0.14% hits | AID 1706; in the data active = inhibition above about 12%
# BH1578 lux ind: induces V. cholerae light production without autoinducers; V. cholerae BH1578 lux reporter, luminescence, 6 h; activation, % at 18.7 µM; 350,000 compounds, 0.16% hits; AID 588436; in the data active = activation mostly above about 9.7%, no sharp cut-off; inconclusive = no clear call, values can overlap the other calls; inactive = mostly below about 3.7%; also: not every result past the cut was called active; inactives centre near 0; reference of the scale not given here
# PfHsp40 rescue: rescue of PfHsp40-mediated yeast toxicity; S. cerevisiae expressing PfHsp40, growth rescue, ATP luminescence; growth rescue, % at 12.5 µM; 340,000 compounds, 0.68% hits; in the data active = growth rescue above about 28%, passing the limit was not always enough; inconclusive = no clear call, values can overlap the other calls;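 also: yeast W303a lacking pdr1 and pdr3 grown in galactose medium; growth measured after three days at 30 °C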
# Anthrax LF prot: anthrax lethal factor protease inhibition; P15917; multiplex microsphere protease cleavage assay, LF; inhibition, % at 10 µM; 360,000 compounds, 0.12% hits; AID 588501; also: plate controls were buffer without enzyme for full effect and enzyme alone for no effect
# BoNT-A LC inh2: BoNT A light chain protease inhibition. AID 588499. 360,000 compounds, 0.17% hits. multiplex microsphere protease substrate cleavage, flow cytometry. inhibition, % at 10 µM; also: plate controls were buffer without enzyme for full effect and enzyme alone for no effect
# PrPC surface inh: inhibitors of human cell surface prion protein PrPC; AID 720596; TR-FRET read-out; inhibition, % at 13.8 µM; 370,000 compounds, 0.43% hits; in the data active = inhibition above about 24%; also: 0% = median of the test wells and 100% = reference compound wells
# TcdB inh: inhibitors of Clostridioides difficile toxin B glycohydrolase | inhibition, % at 9.99 µM | 350,000 compounds, 0.24% hits | AID 652162 | TcdB glycohydrolase enzymatic assay, plate reader; in the data active = inhibition above about 10%
# Target sequence (P18177 whole entry, looked up): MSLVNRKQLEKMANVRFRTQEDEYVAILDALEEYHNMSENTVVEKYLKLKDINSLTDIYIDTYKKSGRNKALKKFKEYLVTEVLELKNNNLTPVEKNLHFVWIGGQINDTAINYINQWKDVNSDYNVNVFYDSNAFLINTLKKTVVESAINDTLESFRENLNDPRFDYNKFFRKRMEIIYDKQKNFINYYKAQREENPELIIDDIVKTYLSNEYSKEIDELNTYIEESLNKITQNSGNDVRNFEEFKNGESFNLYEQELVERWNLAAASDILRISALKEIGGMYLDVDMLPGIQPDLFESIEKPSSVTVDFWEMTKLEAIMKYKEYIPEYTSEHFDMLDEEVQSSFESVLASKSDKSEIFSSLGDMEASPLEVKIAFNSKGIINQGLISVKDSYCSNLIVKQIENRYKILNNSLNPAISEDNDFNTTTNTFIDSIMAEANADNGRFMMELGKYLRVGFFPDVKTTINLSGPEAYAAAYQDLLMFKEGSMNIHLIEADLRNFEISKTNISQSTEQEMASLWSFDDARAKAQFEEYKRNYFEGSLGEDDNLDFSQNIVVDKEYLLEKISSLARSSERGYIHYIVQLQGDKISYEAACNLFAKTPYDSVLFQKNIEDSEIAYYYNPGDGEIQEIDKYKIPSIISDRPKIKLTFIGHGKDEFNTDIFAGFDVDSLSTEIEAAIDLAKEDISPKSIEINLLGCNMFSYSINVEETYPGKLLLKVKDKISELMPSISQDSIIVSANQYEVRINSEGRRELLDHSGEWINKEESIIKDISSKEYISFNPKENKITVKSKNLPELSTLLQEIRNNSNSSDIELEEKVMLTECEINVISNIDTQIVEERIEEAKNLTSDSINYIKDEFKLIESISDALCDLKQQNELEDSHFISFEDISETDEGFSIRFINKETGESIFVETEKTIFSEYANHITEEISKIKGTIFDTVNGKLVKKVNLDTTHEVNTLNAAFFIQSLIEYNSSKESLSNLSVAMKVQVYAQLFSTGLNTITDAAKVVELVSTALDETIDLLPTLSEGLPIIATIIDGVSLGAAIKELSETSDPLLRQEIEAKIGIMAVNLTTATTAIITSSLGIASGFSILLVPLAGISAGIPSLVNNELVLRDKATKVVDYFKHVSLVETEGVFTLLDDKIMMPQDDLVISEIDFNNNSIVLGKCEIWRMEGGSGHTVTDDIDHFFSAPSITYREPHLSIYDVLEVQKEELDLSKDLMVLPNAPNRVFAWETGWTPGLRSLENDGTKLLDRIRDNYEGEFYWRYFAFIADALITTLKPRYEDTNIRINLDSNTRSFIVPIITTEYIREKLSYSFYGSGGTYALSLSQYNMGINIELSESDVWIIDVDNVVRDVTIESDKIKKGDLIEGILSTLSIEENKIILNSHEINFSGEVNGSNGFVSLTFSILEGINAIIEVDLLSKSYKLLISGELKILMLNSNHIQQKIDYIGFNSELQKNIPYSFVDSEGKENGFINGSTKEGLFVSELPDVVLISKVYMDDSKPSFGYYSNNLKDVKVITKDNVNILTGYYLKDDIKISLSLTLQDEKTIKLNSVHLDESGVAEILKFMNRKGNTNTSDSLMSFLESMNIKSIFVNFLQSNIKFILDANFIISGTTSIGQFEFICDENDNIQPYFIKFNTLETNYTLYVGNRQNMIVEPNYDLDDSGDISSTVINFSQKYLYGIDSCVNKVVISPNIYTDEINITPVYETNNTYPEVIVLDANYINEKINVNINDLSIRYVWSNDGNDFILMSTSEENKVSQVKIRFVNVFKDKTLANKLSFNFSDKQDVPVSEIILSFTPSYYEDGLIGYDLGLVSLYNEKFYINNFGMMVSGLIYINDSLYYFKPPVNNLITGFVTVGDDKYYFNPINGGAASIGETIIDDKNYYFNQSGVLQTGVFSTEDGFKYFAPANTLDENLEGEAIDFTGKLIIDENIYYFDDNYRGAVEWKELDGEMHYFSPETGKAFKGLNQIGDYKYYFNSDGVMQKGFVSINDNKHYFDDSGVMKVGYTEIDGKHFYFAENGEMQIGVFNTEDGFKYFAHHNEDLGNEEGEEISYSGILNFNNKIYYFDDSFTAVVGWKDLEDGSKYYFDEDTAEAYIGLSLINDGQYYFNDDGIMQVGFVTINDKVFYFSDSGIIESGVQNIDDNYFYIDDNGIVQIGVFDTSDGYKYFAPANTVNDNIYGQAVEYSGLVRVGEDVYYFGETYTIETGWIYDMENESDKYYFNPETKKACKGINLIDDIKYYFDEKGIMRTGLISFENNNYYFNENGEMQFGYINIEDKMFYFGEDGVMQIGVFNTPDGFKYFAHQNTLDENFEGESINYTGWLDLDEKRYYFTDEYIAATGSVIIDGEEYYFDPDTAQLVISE
# Y pestis TopoI: inhibitors of Yersinia pestis topoisomerase I; Y. pestis Topo-I cleavage product accumulation, plate reader; activity, % at 10 µM; 360,000 compounds, 0.064% hits; in the data active = activity above about 50%, passing the limit was not always enough; inconclusive = no clear call, values can overlap the other calls; also: inactives centre near 2
# * hit, by the source's call; i = inactive; ? = inconclusive; nt = no result given; & = joins results of further samples. Rule as the data show it, unless noted: active = inhibition above about 30%; inconclusive = no clear call, values can overlap the other calls; inactive = below that. Only part of the results is shown; the hit share may differ from the screen's.
SMILES,SSB-PriA inh,SARS 3CLpro inh,BH1578 lux ind,PfHsp40 rescue,Anthrax LF prot,BoNT-A LC inh2,PrPC surface inh,TcdB inh,Y pestis TopoI
O=C(NCCCN1CCCC1=O)C(=O)NCC1OCCN1S(=O)(=O)c1ccc(Cl)cc1 (stereo unspecified),-7&9,3,-1.3,1.5,-4,0.3,-1,0.9,13
CC(C)N1CCN(Cc2cccs2)CC1CCO (stereo unspecified),-13,-3,i,0.3,0,0.1,4,-5.0,-12
O=C(Nc1ccc(Cl)cc1)Nc1ccccc1C(=O)O,-6,2,0.0,-1.6,4,-0.6,0,1.2,5
CS(=O)(=O)c1ccccc1-c1nnc(-c2ccc(Cl)cc2)o1,-12,2,i,-0.9,-1,-0.7,7,2.7,5
CC(C)NC(=O)Cn1cc(C(=O)C(=O)N2CCOCC2)c2ccccc21,-20,-1,-0.3,-1.9,-4,-2.8,-4,2.2,0
Cc1cc(C)cc(NC(=O)C2CCN(S(=O)(=O)c3ccc4[nH]c(=O)ccc4c3)CC2)c1,-12,-1,-1.2,2.0,-2,0.0,-3,-0.1,8
COc1ccc(NC(=O)/C(C#N)=C\c2cc(C)n(-c3ccc4c(c3)OCO4)c2C)cc1,16,-3,-0.4,0.6,0,-0.2,20,1.0,9
CCN(CC(=O)Nc1c(F)cccc1F)C(=O)CCC(=O)c1ccc(C)cc1,-13,nt,i,0.7,-3,-2.2,0,2.3,8
O=c1[nH]nc(N/N=C/c2ccc(Cl)cc2Cl)c(=O)[nH]1,nt,5,0.1,1.0,0,0.1,-3,0.2,5
COC(=O)c1cc(Cl)c(NC(=O)c2ccc(C(C)(C)C)cc2)cc1OC,-15&-2,1,-8.4,3.1,-4,-0.5,-1,nt,33
CCC1(c2ccccc2)NC(=O)N(Cc2ccc(C(=O)OC)cc2)C1=O (stereo unspecified),-9,-4,i,0.7,-2,-0.2,5,1.6,3
O=C(c1ccco1)N1CCN(c2nc(-c3ccc(F)cc3)cs2)CC1,11,2,i,2.0,-4,0.9,-8,nt,17
Cc1cc(C)c(C)c(S(=O)(=O)NCc2cccnc2)c1C,-5,-4,0.4,-1.5,0,0.8,6,2.3,6
Cc1noc(C)c1S(=O)(=O)N(CC(=O)Nc1ccc2c(c1)OCO2)c1ccc(C(C)C)cc1,-10,-3,-0.1,-0.5,-12,-0.8,-2,0.6,0
COCCN(C(=S)Nc1cccc(OC)c1)C(C)c1cccs1 (stereo unspecified),-10,0,-2.6,-0.9,-2,-0.1,5,2.4,17
CC1=CC(C)(C)N(C(=O)CSc2nnc(N)s2)c2c(C)cc(C)cc21,3,1,-4.7,-0.1,3,-1.2,3,nt,9
COc1ccccc1Nc1nnc(SCC(=O)c2c(N)n(C3CC3)c(=O)[nH]c2=O)s1,-4,nt,-0.8,1.0,-3,-0.1,7,1.7,15
Cc1c(N=Cc2nc3ccccc3n2C)c(=O)n(-c2ccccc2)n1C,-9,1,-0.3,-0.8,-3,-0.4,9,nt,9
CN1C(=O)NC(c2cccc(O)c2)C(C(=O)c2cccs2)C1(O)C(F)(F)F (stereo unspecified),-5,-2,-1.8,-0.3,-2,-0.1,nt,nt,9
CCn1c(CNC(=O)Cc2ccc(OC)cc2)n[nH]c1=S,-1,-7,-0.4,0.7,-6,-0.9,2,0.3,-6
Cc1ccccc1NC(=O)C1CCCN(c2nnc(N3CCCC3=O)s2)C1 (stereo unspecified),-11,-4,-0.2,0.2,-7,-0.3,-2,1.2,-4
CCN1CCN(C(=O)Cn2nc(-c3ccc(Cl)cc3)ccc2=O)CC1,-3,-2,i,-0.5,5,0.2,0,0.5,2
O=C(OCc1ccc(Cl)c(Cl)c1)c1cnccn1,-25,-1,nt,0.1,2,0.8,0,nt,-1
CCc1nc2ccc(C(=O)NCCOc3ccc(OC)cc3)cn2c1N(C)Cc1nccn1C,nt,nt,i,nt,5,0.1,-2,1.5,9
S=C(NCCc1cnc[nH]1)NC1CCCC1,-8,-3,i,1.7,-6,-1.6,1,1.4,-10
CC(C)CC(c1nnnn1C(C)C)N1CCN(C(=O)c2ccco2)CC1 (stereo unspecified),-2,nt,i,-1.2,4,-0.2,-7,-6.3,-10
CC1CCCC(C)N1C(=O)CSc1nnc(CSc2ncccn2)n1C (stereo unspecified),-2,3,1.4,0.3,-4,-0.5,1,nt,7
O=C(c1ccc(F)cc1)N1CCN2C(=O)c3ccccc3C12c1ccc(Cl)cc1 (stereo unspecified),-5,-1,-0.2,?,-3,0.2,1,1.5,13
NC(=O)C1(NC(=O)[C@@H]2CC3(CC(c4cccc(NC(=O)[C@@H]5CCC(=O)N5)c4)=NO3)CN2C(=O)c2cnccn2)CC1 (stereo partly specified),6,2,-2.4,0.7,2,-0.5,-7,-1.6,2
CCCCn1c(N)c(N(CC)C(=O)C2CCC2)c(=O)[nH]c1=O,-2,nt,-2.8,1.3,-2,-0.4,2,0.1,6
COC(=O)C1=CN(c2ccc(F)cc2)C=C(C(=O)OC)C1c1cccc([N+](=O)[O-])c1,-4,2,i,3.5,-7,-0.6,0,1.0,3
CN(Cc1ccccc1)C(=O)COC(=O)c1ccc(-n2cnnn2)cc1,-8,nt,-4.8,-0.6,-5,-6.2,-5,1.2,6
CNc1ccc(Br)cc(C(=O)/C=C/c2cc(OC)ccc2OC)c1=O,8,0,-0.2,1.0,28,24,-6,nt,22
Cc1ccc(S(=O)(=O)N2CCCC(C(=O)NCCc3ccc(Cl)cc3)C2)cc1 (stereo unspecified),nt,nt,-3.3,nt,-1,0.3,1,0.0,3
Cc1cc(Nc2c(C)n(C)n(-c3ccccc3)c2=O)n2c(nc3ccccc32)c1C#N,-4,-3,i,-0.6,3,0.3,3,nt,1
O=C(CSc1ccccc1F)NC(=O)NCc1ccco1,-22,1,i,-0.3,2,-0.5,-2,-1.1,10
COc1ccc(CNC(=O)COC(=O)c2cc(-c3cccs3)nc3ccccc23)cc1OC,-5,6,-0.1,-0.3,2,1.9,15,nt,13
COc1ccc(NC(=O)NNC(=O)c2ccc(Cl)cc2Cl)cc1OC,4,-1,-0.2,-0.2,-2,-0.6,-6,0.7,2
CCOC(=O)c1nnc(-c2ccc(C)cc2)nc1Oc1ccccc1Cl,-9,0,i,0.0,-2,0.2,6,nt,40
CCOC(=O)c1c(NC(C)=O)sc2c(O)c(CN3CCN(CC)CC3)ccc12,3,4,-0.4,2.4,-2,-2.4,-1,nt,-3
Cn1c(N)c(C(=O)COC(=O)c2cc(S(=O)(=O)N3CCOCC3)ccc2F)c(=O)n(C)c1=O,7,nt,i,0.3,0,0.6,-3,1.3,-7
COc1ccc(CCNC(=O)COC(=O)c2cnc(Cl)c(Cl)c2)cc1,-2,nt,-0.7,-2.6,nt,nt,-2,-0.2,6
CC1=C(C(N)=O)C(c2cccs2)n2nc(-c3cccc(C)c3)nc2N1 (stereo unspecified),-1&-13,2,i,-0.4,0,0.5,3,nt,10
COc1ccc(OC)c(NS(=O)(=O)c2ccc(-n3cccn3)cc2)c1,nt,nt,-2.6,nt,-10,-0.4,6,0.7,3
COc1cc(Cl)c(S(=O)(=O)NCCCn2ccnc2)cc1Cl,0,-2,-1.7,13,21,3.0,-2,-0.1,2
COc1ccccc1N1C(=O)C2C(c3ccccc3F)NN(C(=O)c3ccc(C)cc3)C2C1=O (stereo unspecified),0,6,-0.2,0.8,-10,-0.3,4,0.2,6
CCOC(=O)CSc1nc2ccccc2c(=O)n1CC(C)C,-32,1,-0.6,0.6,0,0.7,5,0.3,1
COc1ccc(C)cc1NC(=O)C(OC(=O)c1ccc(Cl)c(S(=O)(=O)N(C)c2ccccc2)c1)c1ccccc1 (stereo unspecified),-3,5,-6.7,-0.4,0,0.1,-4,0.5,0

# Full records as entered above:
# `COc1ccc(NC(=O)NNC(=O)c2ccc(Cl)cc2Cl)cc1OC` is entered as SSB-PriA inh = 4; SARS 3CLpro inh = -1; BH1578 lux ind = -0.2; PfHsp40 rescue = -0.2; Anthrax LF prot = -2; BoNT-A LC inh2 = -0.6; PrPC surface inh = -6; TcdB inh = 0.7; Y pestis TopoI = 2
# `COc1ccc(CCNC(=O)COC(=O)c2cnc(Cl)c(Cl)c2)cc1` is entered as SSB-PriA inh = -2; SARS 3CLpro inh = nt; BH1578 lux ind = -0.7; PfHsp40 rescue = -2.6; Anthrax LF prot = nt; BoNT-A LC inh2 = nt; PrPC surface inh = -2; TcdB inh = -0.2; Y pestis TopoI = 6
# `CCOC(=O)CSc1nc2ccccc2c(=O)n1CC(C)C` is entered as SSB-PriA inh = -32; SARS 3CLpro inh = 1; BH1578 lux ind = -0.6; PfHsp40 rescue = 0.6; Anthrax LF prot = 0; BoNT-A LC inh2 = 0.7; PrPC surface inh = 5; TcdB inh = 0.3; Y pestis TopoI = 1

# Other compounds follow.
SMILES,SSB-PriA inh,SARS 3CLpro inh,BH1578 lux ind,PfHsp40 rescue,Anthrax LF prot,BoNT-A LC inh2,PrPC surface inh,TcdB inh,Y pestis TopoI
O=C(/C=C/c1cccs1)c1ccc(NC(=O)c2ccccc2F)cc1,1,1,-2.4,0.3,0,1.5,-3,1.0,0
CC(=O)Nc1nc(CC(C)C)cc2c1c(=O)oc1ccccc12,-14,1,-0.9,0.6,-1,0.9,7,nt,4
O=C(CNS(=O)(=O)c1ccccc1)N1CCc2ccccc2C1,1,3,i,-1.0,-12,1.9,8,1.5,8
O=C1NC2(CCCCCC2)C(=O)N1Cc1ccc([N+](=O)[O-])cc1,-6,2,3.4,1.7,-3,0.6,-6,nt,1
COc1cccc(Nc2nc(C(N)c3ccccc3)cs2)n1 (stereo unspecified),nt,nt,-3.7,nt,-7,-0.5,-3,1.7,-1
Cc1ccc(Cl)cc1Nc1nc(-c2cccnc2)cs1,-19,3,1.5,1.5,-21,-0.7,4,0.3,5
CN(Cc1ccccc1)CC(O)COc1ccc(CNCCc2cccnc2)cc1 (stereo unspecified),4,-1,i,-0.3,-8,-0.8,-7,0.0,12
Clc1ccc(-c2nnc(-c3ccccc3)c(-c3c[nH]c4ccccc34)n2)cc1,1,1,-0.9,-0.1,-2,-0.9,10,-0.3,-7
CCCc1[nH]nc2c1C(c1ccc(OC(=O)N3CCOCC3)cc1)C(C#N)=C(N)O2 (stereo unspecified),5,-2,i,-1.9,0,-1.3,0,1.2,16
Cc1ccc(-n2ncc(Br)c(Br)c2=O)cc1,-4,-1,-0.4,3.7,-4,0.1,nt,nt,0
Cn1cc(S(=O)(=O)Nc2ccc(Oc3ccccc3)cc2)c(=O)n(C)c1=O,-2,3,i,0.3,4,-0.1,1,1.0,13
COC(=O)CCN1CCN(S(=O)(=O)c2ccc3c(c2)OCCO3)CC1,-6,nt,2.0,-0.3,2,0.7,6,-0.1,-6
O=c1ccnc(SCCC(F)=C(F)F)[nH]1,-6,-3,i,9.6,-1,-0.6,-3,1.0,13
COc1cc(C(=O)NNC(=O)Nc2ccc([N+](=O)[O-])cc2)cc(OC)c1OC,0,-3,-0.3,1.6,-1,0.1,-28,1.2,11
CCCOc1ccc(C(=O)O)cc1,-5,-2,-0.4,-0.4,-7,-0.4,-3,-1.2,-1
CN(CC(=O)NC(=O)NC1CCCCC1)CC(=O)Nc1ccc(OC(F)(F)F)cc1,0,nt,-0.2,1.5,-5,-4.5,-5,0.3,18
CCOC(=O)C1=C(C)NC(SC)=NC1c1ccccc1 (stereo unspecified),-12,1,-0.6,-1.8,-3,-0.2,-3,nt,-4
O=C(NC1CC1)c1ccc(NS(=O)(=O)c2ccccc2)cc1,-6,-5,0.4,0.4,-2,1.2,-3,1.5,-7
CN(N=Cc1cccc2cccnc12)c1ccc([N+](=O)[O-])cc1[N+](=O)[O-],-12,nt,nt,0.3,4,0.0,5,1.8,-3
COc1ccc(-c2nc(-c3ccc(O)cc3O)cs2)cc1OC,12,0,0.7,0.2,0,-0.8,-5,nt,-3
CCc1cc(-c2nc(N)ncc2-c2csc(C)n2)c(O)cc1OC,-1&10,-4,-0.2,-0.8,-1,-0.2,-2,1.7,3
Cn1ncc(C(=O)Nc2ccc(OC(F)(F)F)cc2)c1-n1cccc1,-1,3,-0.9,1.5,-2,-0.8,0,2.6,-5

# Compound activity: PubChem BioAssay, several laboratories
